# aSyn rescue: inhibitors of alpha-synuclein toxicity in yeast; Yeast expressing alpha-synuclein, growth rescue, BacTiter-Glo, 24 h; Potency, µM (doses to about 46.1 µM), for inactives: at the highest dose growth rescue (activation), actives largely listed as activators; 0.14% of 370,000 active; AID 652106; further: potency means the concentration at half of the fitted maximal effect; % of control where 0% means no effect; nearly all actives have a fitted effect of over 65% in size
#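 Screening used galactose-induced yeast with toxic alpha-synuclein levels, exposed to compound for 24 hr at 30 deg C. Cell growth, read with BacTiter-Glo luminescence, gave the measured signal.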
# EPAC2 antag: antagonists of human EPAC2; Potency, µM (doses to about 114 µM), for the others: at the highest dose activity, negative = inhibition, actives largely listed as inhibitors; 0.18% of 360,000 active; AID 720708; EPAC2 GEF exchange of Rap1B-BODIPY-GDP, fluorescence; further: potency means the concentration at half of the fitted maximal effect; on the % scale 0 is the no-effect control and ±100 the full control effect; nearly all actives have a fitted effect of over 45% in size; many of its hits are not listed in these tables
# Target sequence (Q8WZA2 whole entry, looked up): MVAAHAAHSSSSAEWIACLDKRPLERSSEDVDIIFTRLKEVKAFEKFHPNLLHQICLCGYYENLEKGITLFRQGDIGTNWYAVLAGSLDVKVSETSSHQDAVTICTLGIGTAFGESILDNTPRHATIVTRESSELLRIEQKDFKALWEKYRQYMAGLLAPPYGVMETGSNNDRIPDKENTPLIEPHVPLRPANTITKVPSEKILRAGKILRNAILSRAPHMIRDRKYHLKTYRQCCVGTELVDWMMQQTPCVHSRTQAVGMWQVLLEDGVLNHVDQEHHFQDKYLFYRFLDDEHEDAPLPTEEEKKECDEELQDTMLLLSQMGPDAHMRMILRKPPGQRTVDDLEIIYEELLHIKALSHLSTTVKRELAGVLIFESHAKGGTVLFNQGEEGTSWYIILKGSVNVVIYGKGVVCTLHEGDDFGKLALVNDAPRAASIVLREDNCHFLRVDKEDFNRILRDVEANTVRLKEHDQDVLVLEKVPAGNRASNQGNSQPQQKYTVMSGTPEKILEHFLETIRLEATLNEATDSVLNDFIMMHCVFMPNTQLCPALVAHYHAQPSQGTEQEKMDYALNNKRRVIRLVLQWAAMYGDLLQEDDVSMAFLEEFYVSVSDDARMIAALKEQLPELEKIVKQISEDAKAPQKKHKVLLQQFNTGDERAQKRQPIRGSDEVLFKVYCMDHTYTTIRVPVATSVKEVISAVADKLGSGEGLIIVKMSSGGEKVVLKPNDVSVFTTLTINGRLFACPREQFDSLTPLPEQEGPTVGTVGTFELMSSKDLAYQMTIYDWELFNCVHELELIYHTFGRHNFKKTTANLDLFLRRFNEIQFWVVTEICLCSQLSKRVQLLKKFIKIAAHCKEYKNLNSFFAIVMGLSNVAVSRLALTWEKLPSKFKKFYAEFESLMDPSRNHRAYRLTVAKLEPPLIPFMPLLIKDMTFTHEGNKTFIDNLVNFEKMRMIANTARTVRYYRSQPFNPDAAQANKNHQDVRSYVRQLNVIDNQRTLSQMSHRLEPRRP
# FUS suppressor: rescues growth of FUS-expressing yeast | S. cerevisiae FUS-expressing, growth rescue, OD600, 24 h | AID 1347120 | Potency, µM (top dose mostly 76.6 µM), inactives show top-dose growth rescue (activation), usual class: activators | 0.24% of 390,000 active;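 further: potency means the concentration at half of the fitted maximal effect; plate controls were DMSO vehicle for no effect and reference control for full effect; nearly all actives have a fitted effect of over 55% in size; some results filed as inactive show a strong effect at the top dose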
#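 Yeast FUS proteinopathy model; galactose-induced FUS (2%), starting OD 0.005. Cpds in dilution series, 24hr, 30C, 99% humidity. Abs 600 nm growth. Pos ctrl CP55940 (top 92uM final); neg ctrl DMSO.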
# Abeta yeast res: A-beta toxicity reversal in yeast. 0.063% of 410,000 active. Potency, µM (doses to about 46.1 µM), for inactives: top-dose growth rescue, actives largely listed as activators. yeast expressing A-beta42, growth rescue, OD600, 48 h; response scale: 0% DMSO, 100% iron-clioquinol control; further: potency means the concentration at half of the fitted maximal effect; nearly all actives have a fitted effect of over 55% in size
#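 Yeast growth medium received pinned compounds, then yeast cells expressing toxic A-beta were added; plates incubated at 30 C for 48 hr. Growth read as absorbance at 600 nm, normalized to DMSO and equimolar FeCl3 plus clioquinol controls.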
# EPAC2 agonist: agonists of human EPAC2 (RAPGEF4); 0.079% of 360,000 active; EPAC2 activation, biochemical qHTS; response scale: 100% = 6.5 mM cAMP response; Potency, µM (titrated, usually from 154 µM), for the others: at the top dose activation, usual class: activators; Q8WZA2; further: potency means the concentration at half of the fitted maximal effect; nearly all actives have a fitted effect of over 50% in size
#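 Setup: EPAC2 100 nM, labeled Rap1B complex 250 nM, free GDP 50 uM. Compound titrations pinned in, brief spin, 5 min room temperature incubation. Kinetic fluorescence read over 30 min, normalized to 6.5 mM cAMP.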
# D3 antag: D3 dopamine receptor (human) antagonism | P35462 | D3R cells, DiscoveRx beta-arrestin luminescence, antagonist mode; hits give low values | max response, negative = inhibition, % | 2.5% of 360,000 active; in the data active means max response below about -50%; inconclusive means no clear call, values can overlap the other calls; further: on the % scale 0 is the no-effect control and ±100 the full control effect; mostly tested at two doses, the higher about 12 µM
#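 Cells expressing the human receptor were seeded at 1500 cells/well, incubated overnight at 37 degrees C in 5% CO2, then exposed to library compounds with dopamine controls for 90 minutes at 37 degrees C before luminescent detection.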
# D3 ag: activates the human D3 dopamine receptor. P35462. max activation, %. 0.58% of 410,000 active. D3R DiscoveRx beta-arrestin cells, luminescence, 90 min. AID 652048; in the data active means max activation above about 30%; further: 0% is about no effect; mostly tested at two doses, the higher about 12 µM
#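 Agonist mode: compounds and dopamine controls were applied to plated cells for 90 min at 37 degrees C after an overnight attachment at 1500 cells/well. Luminescent read-out followed 30 - 60 minutes at room temperature with DiscoveRx detection reagent.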
# TDP-43 yeast inh: rescues yeast growth from TDP-43 toxicity. AID 652104. Potency, µM (doses to about 46.1 µM), without a hit: at the top dose growth rescue (activation), hits mostly activators. TDP-43 expressing yeast growth rescue, BacTiter-Glo, 24 h. 1.8% of 410,000 active; further: potency means the concentration at half of the fitted maximal effect; % of control where 0% means no effect; nearly all actives have a fitted effect of over 50% in size
#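 Cell-based yeast growth screen: TDP-43 expression induced in galactose, inoculum OD600=0.02 after raffinose pregrowth to mid-log. Read-out BacTiter-Glo luminescence at 24 hr, 30 deg C; inhibition of toxicity seen as signal increase.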
# * = called active by the depositor; ? = inconclusive; . = not tested or not shown; [ ] = remark or other dose. Unless noted, the call rests on the fitted dose curve; in most records, active means well fitted curve in the direction sought with a large enough effect; inconclusive means small, poorly fitted or top-dose-only effect, or another doubt; inactive means no such curve, though single readings can be large; an effect the other way counts as inactive or inconclusive.
SMILES,aSyn rescue,EPAC2 antag,FUS suppressor,Abeta yeast res,EPAC2 agonist,D3 antag,D3 ag,TDP-43 yeast inh
CN(C)c1ccc(CNC(=O)CN2C(=O)CCn3nc(-c4cn(C)c5ccccc45)cc32)cc1,.,.,8%,-7%,.,.,-8,?
CCCc1cc(=O)oc2c(C)c(OCC(=O)NCCCn3ccnc3)ccc12,1%,1%,-31%,2%,-6%,10,13,12%
CCOCCCNC(=O)Cn1nc(CC)n2c(cc3c(OC)cccc32)c1=O,.,.,-22%,-12%,.,.,-13,-8%
CCC(C(=O)Nc1ccc(F)cc1F)n1nc(-c2ccccc2)c2c(c1=O)CCCC2 (stereo not given),.,.,38%,15%,.,.,0,?
COc1cc(C)c(C(C)C)cc1S(=O)(=O)n1ccnc1,4%,-3%,6%,4%,1%,5,2,-10%
CC(=O)c1ccc(-c2ccc(/C=C(/Sc3n[nH]c(C)n3)C(=O)O)o2)cc1,-2%,-20%,11%,-9%,12%,-16,-2,-4%
O=C(Nc1cccnc1)C1(c2ccccc2)CCCC1,1%,3%,-3%,7%,-1%,28,3,11%
NC(=O)c1ccc(NC(=O)CCc2nc3ccccc3s2)cc1,0%,6%,?,13%,8%,-6,4,5%
CCn1cc(CNC(=O)CCc2ccc(OC)cc2)cn1,6%,-6%,0%,16%,6%,11,5,6%
N#Cc1ccc(CSc2nnc(-c3ccc(Br)cc3)o2)cc1,0%,.,-20%,-11%,.,.,6,3%
CC(C)n1nc(C(=O)Nc2nnc(SCc3c(Cl)cccc3Cl)s2)c2ccccc2c1=O,2%,14%,31%,-29%,8%,39,26,-22%
COc1ccc(C(=O)NC(=S)Nc2ccc3[nH]c(=O)[nH]c3c2)cc1,-1%,1%,12%,11%,7%,10,6,-10%

# Single values from the results shown.
# N#Cc1ccc(CSc2nnc(-c3ccc(Br)cc3)o2)cc1 @ Abeta yeast res: -11%
# CCCc1cc(=O)oc2c(C)c(OCC(=O)NCCCn3ccnc3)ccc12 @ D3 antag: 10

# Next compounds.
SMILES,aSyn rescue,EPAC2 antag,FUS suppressor,Abeta yeast res,EPAC2 agonist,D3 antag,D3 ag,TDP-43 yeast inh
Cc1cc(C)nc(NC(=O)CSc2nc3ccccc3o2)n1,-14%,15%,2%,-1%,8%,13,5,-18%
CC(=O)c1cccc(NC(=O)c2csc(-n3nc(C)cc3C(F)(F)F)n2)c1,-4%,-2%,19%,7%,-9%,24,6,13%
CCOC(=O)c1sc(Nc2nc(C)cc(OC)n2)nc1C,0%,-5%,4%,9%,-8%,0,2,21%
CCN1CCC(NC(=O)c2cc(OC)c(OC)cc2OC)CC1,-13%,4%,-3%,9%,3%,9,-16,-6%
CC(=O)N1CCN(c2nc(-c3ccco3)c3c(c2C#N)CC(C)(C)SC3)CC1,3%,-3%,?,-15%,-14%,11,5,17%
COc1cc(Cl)ccc1OC1(C)CCN(Cc2ccc(-c3ccccn3)cc2)C1 (stereo not given),12%,-4%,-10%,-4%,17%,?,45*,6%
Cc1csc(NC(=O)CSc2nnc(-c3ccc(Cl)cc3)n2N)n1,-13%,-1%,29%,7%,-1%,-22,5,-38%[inhibitor]
COC(=O)CSc1[nH]c2ccc(Br)cc2c1[N+](=O)[O-],0%,-4%,-9%,2%,-4%,7,-1,-3%
CCCCN(C=O)c1c(CC)nc2c(OCc3ccc(Cl)cc3Cl)cccn12,17%,5%,36%,18%,0%,-57*,-13,1%
O=C(CSc1ccccc1F)Nc1ccc2c(c1)OCO2,11%,-3%,5%,9%,-3%,-13,3,?
NC(=S)Cc1nc(-c2ccc(Cl)cc2)cs1,-27%,-3%,-1%,6.3µM*,10%,-11,2,?
O=C(O)C1CC1C(=O)Nc1cc(F)ccc1F (stereo not given),3%,4%,15%,-2%,5%,23,3,3%

# Compounds shown so far that contain an aryl methoxy group (seven):
SMILES,aSyn rescue,EPAC2 antag,FUS suppressor,Abeta yeast res,EPAC2 agonist,D3 antag,D3 ag,TDP-43 yeast inh
CCOCCCNC(=O)Cn1nc(CC)n2c(cc3c(OC)cccc32)c1=O,.,.,-22%,-12%,.,.,-13,-8%
COc1cc(C)c(C(C)C)cc1S(=O)(=O)n1ccnc1,4%,-3%,6%,4%,1%,5,2,-10%
CCn1cc(CNC(=O)CCc2ccc(OC)cc2)cn1,6%,-6%,0%,16%,6%,11,5,6%
COc1ccc(C(=O)NC(=S)Nc2ccc3[nH]c(=O)[nH]c3c2)cc1,-1%,1%,12%,11%,7%,10,6,-10%
CCOC(=O)c1sc(Nc2nc(C)cc(OC)n2)nc1C,0%,-5%,4%,9%,-8%,0,2,21%
CCN1CCC(NC(=O)c2cc(OC)c(OC)cc2OC)CC1,-13%,4%,-3%,9%,3%,9,-16,-6%
COc1cc(Cl)ccc1OC1(C)CCN(Cc2ccc(-c3ccccn3)cc2)C1 (stereo not given),12%,-4%,-10%,-4%,17%,?,45*,6%

# (continued)
SMILES,aSyn rescue,EPAC2 antag,FUS suppressor,Abeta yeast res,EPAC2 agonist,D3 antag,D3 ag,TDP-43 yeast inh
CCNC(=O)c1ccc(OCC(=O)Nc2ccc(F)cc2)c(OC)c1,-1%,4%,9%,-7%,8%,-6,-2,11%
Cc1cc(C)c(S(=O)(=O)Nc2ccc(N3CCOCC3)cc2)c(C)c1,7%,-10%,-25%,12%,6%,1,-3,10%
CCOC1=C2[C@H](c3ccccc3)N(S(=O)(=O)c3ccc(C)cc3)C(C(C)(C)C)[C@H]2C(C#N)(C#N)C(C#N)(C#N)C1 (stereo not given in full),-10%,15%,23%,-14%,-2%,10,6,?
COc1ccc(CNC(c2ccccc2)c2ccc(Cl)cc2)cc1 (stereo not given),-4%,-19%,5%,0%,2%,8,1,-4%
CCOc1ccc(NC(=O)CCC(=O)NNC(=O)Nc2ccc(Cl)cc2)cc1,0%,8%,-21%,-9%,6%,12,-8,-4%
COc1ccc(S(=O)(=O)CCC(=O)NCCc2ccc(C)cc2)cc1,14%,0%,21%,-25%,13%,?,-4,-21%
O=C(N/C(=C/c1ccccc1)C(=O)N1CCCCC1)c1ccc(Br)o1,5%,-27%,.,-2%,2%,6,1,-2%
Cc1nnc(SCC2=C(C(=O)O)N3C(=O)C(NC(=O)C(C)n4nc(C(F)(F)F)cc4C)C3SC2)s1 (stereo not given),-5%,13%,12%,11%,6%,-25,0,-18%[1.82 µM]
O=C(NCc1ccco1)Oc1ccccc1,-8%,13%,2%,-8%,-5%,7,-26,-22%
CCOC(=O)[C@]12CCCC=C1N(Cc1ccc3c(c1)OCO3)C(=O)[C@H](CC(=O)N1CCC(c3ccccc3)CC1)C2,3%,1%,?,1%,12%,-11,-3,27%
CCNc1nc(Cl)nc(NCCOc2ccc(C)cc2)n1,-6%,7%,.,0%,-1%,4,-16,-19%
CN(C)CCOC1c2ccccc2C=Cc2ccccc21,?,0%,1%,9%,4%,?,-13,?
O=C(NCCCNC(=O)c1cncc(O)c1)c1cncc(O)c1,0%,2%,2%,-15%,-4%,-12,0,4%
CCC(=O)c1ccc(OCC(=O)OCC(=O)NCCCc2ccccc2)cc1,1%,10%,1%,-6%,3%,15,0,22%
CC1CCN(C(=O)C2CCN(c3ncnc4c3nc3n4CCCCC3)CC2)CC1,1%,-14%,-1%,-9%,10%,26,2,18%
O=C(Nc1ccc(F)cc1)Nc1nnc(COc2ccccc2F)s1,-6%,2%,9%,6%,-7%,35,17,-1%
N#CCc1ccc(C(=O)c2ccccc2F)s1,-2%,10%,-3%,10%,11%,6,-5,5%
CC(C)COC(=O)Cn1nnc2sc(-c3ccccc3)cc2c1=O,.,.,5%,6%,.,.,3,21%
O=C(CCc1ccccc1)NNC(=O)Cc1ccc(Cl)cc1,2%,2%,-10%,10%,-5%,13,4,-7%
CC(=O)c1cccc(NC(=O)c2ccc(N(Cc3ccccc3)S(C)(=O)=O)cc2)c1,-3%,-1%[57.1 µM],2%,5%,12%,-23,-7,-18%
COc1ccc(Cc2nc3ccc(C(=O)N(C)C(C)c4nccs4)cc3o2)cc1 (stereo not given),-1%,-5%,12%,-2%,-1%,-13,-15,-6%
CC(C)Oc1ccc(C(=O)Nc2ccc3oc(-c4ccncc4)nc3c2)cc1,.,.,-5%,9%,.,.,5,0%
Cc1ccc(SC(=O)c2c([N+](=O)[O-])c(C)nn2C)cc1,15%,2%,-8%,-45%[inhibitor],11%,?,-19,18%
CCN(CC)CCN1C(=O)C(O)=C(C(=O)c2ccc(C)o2)C1c1ccccn1 (stereo not given),-1%,3%,-9%,-1%,1%,-21,2,8%
COc1ccccc1NC(=S)N(CCc1ccc(OC)c(OC)c1)Cc1ccccn1,1%,-3%,23%,1%,5%,15,1,5%
CC(C)C(NC(=O)c1ccc(F)cc1)C(=O)NCC1CCCO1 (stereo not given),2%,4%,3%,.,4%,-15,-15,-9%
O=C(Nc1ccc(Cl)c(S(=O)(=O)N2CCOCC2)c1)c1n[nH]c(=O)c2ccccc12,3%,1%,15%,11%,7%,7,4,12%
CCCC(=O)Nc1nc2ccc(S(=O)(=O)N3CCCCC3)cc2s1,0%,-25%,-15%,17%,-9%,?,-5,0%
Cc1ccc2c(c1)[C@H]1[C@H](CO2)[C@H](c2ccccc2)[C@]2(C)C(=O)Nc3ccc(Br)cc3C(=O)N12,0%,11%,?,39%,9%,-7,3,-12%
COc1ccc(CN(C(=O)c2ccc3c(c2)OCCO3)C(C(=O)NC2CCCCC2)c2ccc3ncccc3c2)cc1 (stereo not given),4%,-2%,?,9%,4%,16,3,-11%
COc1ccccc1CCn1c(N)c(C#N)c2nc3ccccc3nc21,-1%,8%,19%,0%,4%,-6,0,-19%
COc1cc2c(=O)c(-c3ccc(O)cc3)coc2cc1OC1OC(CO)C(O)C(O)C1O (stereo not given),-6%,17%,-16%,-21%,7%,-15,-23,-2%
Cc1ccc(CNCc2ccco2)cc1,-3%,3%,-14%,-2%,8%,90,0,5%

# Not all compounds are listed; count on the stated rates, not on these rows.
